GASC1 inh = inhibitors of human demethylase GASC-1 KDM4C; GST-KDM4C 2-372, H3K9me3 peptide, LANCE TR-FRET; inhibition, % at 12.5 µM; 0.15% of 96,000 active; AID 720574; Q9H3R0;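 active means mean replicate inhibition above about 25%, with at least 55% of replicates also reaching it, limit read from the data, passing the limit was not always enough; inconclusive means only one of those two conditions met; inactive means neither condition met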
Target sequence (Q9H3R0 2-372 limits assumed): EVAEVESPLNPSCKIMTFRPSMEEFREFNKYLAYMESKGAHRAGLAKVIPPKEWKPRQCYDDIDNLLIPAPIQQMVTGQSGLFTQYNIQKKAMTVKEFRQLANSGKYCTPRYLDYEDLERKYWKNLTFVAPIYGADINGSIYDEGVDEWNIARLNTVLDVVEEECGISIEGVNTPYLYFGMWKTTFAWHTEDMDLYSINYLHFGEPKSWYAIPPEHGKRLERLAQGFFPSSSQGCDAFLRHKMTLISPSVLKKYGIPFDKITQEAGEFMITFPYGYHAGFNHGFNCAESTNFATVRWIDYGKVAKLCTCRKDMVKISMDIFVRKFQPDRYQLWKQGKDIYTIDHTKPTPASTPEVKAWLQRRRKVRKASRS
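System: N-terminal GST-fused human GASC-1 (KDM4C) fragment, residues 2-372; amount: enzyme final amount 10 nM; incubation: reaction 30 min RT, detection step 1 h RT; medium: HEPES buffer, pH 7.5, plus ascorbate; technique: LANCE TR-FRET, Eu antibody, ULight-streptavidin, EDTA, ex 340 nm, em 618/671 nm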
C diff HTS = inhibitors of Clostridium difficile growth. growth activity, negative = inhibition, % at 16 µg/mL (by protocol). 0.25% of 86,000 active. Clostridium difficile clinical isolate growth, OD600, 24 h; active compounds read low;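 active means mean growth activity at or below -80% and every replicate also at or below -80%; inconclusive means mean at or below -80% but some replicate above -80%; inactive means mean growth activity above -80%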;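 further: 0% = DMSO wells and -100% = levofloxacin 16 µg/mL wells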
T cruzi growth = blocks T. cruzi growth in NIH3T3 culture. inhibition, % at 8.34 µM. T. cruzi beta-gal in NIH3T3, GalScreen luminescence, 90 h. AID 624255. 5.9% of 77,000 active;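 active means mean inhibition above about 93%, with at least 55% of replicates each passing it, limit read from the data, passing the limit was not always enough; inconclusive means only one of those two conditions holds; inactive means neither condition holds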
Pf Dd2 inh = P. falciparum Dd2 growth inhibition; activity change, % at 10 µM; AID 1159554; SYBR Green, 72 h; active compounds read low; 2.3% of 94,000 active; in the data active means activity change below about -80%; inconclusive means no clear call, values can overlap the other calls
Starred values were filed as active, the others as inactive; ? = inconclusive; nt = no result given; & = joins results of further samples; ! = not confirmed by another sample.

SMILES | GASC1 inh | C diff HTS | T cruzi growth | Pf Dd2 inh
C[C@@H]1CCCCO[C@@H](CN(C)Cc2ccc(C(F)(F)F)cc2)[C@@H](C)CN([C@H](C)CO)C(=O)c2cc(NC(=O)c3ccncc3)ccc2O1 | 0.8 | 2 | 46 | 22
C[C@H](CO)N1C[C@H](C)[C@H](CN(C)Cc2ccc(Cl)c(Cl)c2)Oc2ccc(NC(=O)CCCCCC(=O)Nc3ccccc3N)cc2CC1=O | -0.2 | 11 | 86 | -61
O=C(N[C@@H]1CC[C@H](CCNS(=O)(=O)c2ccccc2Cl)O[C@@H]1CO)c1ccccc1 | -2.3 | 0 | 16 | 10
CCC(=O)N[C@@H]1C=C[C@H](CC(=O)NCC2CCCCC2)O[C@@H]1CO | 1.9 | nt | 82 | -11
CN(C[C@H]1[C@@H](c2ccc(C3=CCCC3)cc2)[C@@H](CO)N1CCC(F)(F)F)S(C)(=O)=O | -1.0 | 2 | nt | -22
COc1ccccc1-c1cnc2c(c1)C(=O)N([C@H](C)CO)C[C@@H](C)[C@@H](CN(C)CC1CCOCC1)O2 | -0.4 | 0 | nt | 13
COc1ccccc1CNC(=O)C[C@H]1CC[C@@H]2[C@H](COC[C@H](O)CN2C(=O)Nc2ccc(F)cc2)O1 | 0.2 | 5&4 | -29 | 15
CC(C)CC#Cc1ccc([C@H]2[C@@H](CO)N3C(=O)CN(C(=O)c4cnccn4)C[C@H]23)cc1 | 0.1 | 0 | nt | -31
C[C@H]1CCCCO[C@@H](CN(C)S(=O)(=O)c2cn(C)cn2)[C@@H](C)CN([C@@H](C)CO)C(=O)c2cc(NC(=O)Nc3ccc(F)cc3)ccc2O1 | -1.2 | nt | 26 | -60
Cc1ccc(S(=O)(=O)N[C@H]2CC[C@@H](CC(=O)NC3CCCCC3)O[C@H]2CO)cc1 | -0.6 | -4 | -53 | 13
C[C@@H]1CN([C@H](C)CO)C(=O)Cc2cc(NC(=O)Nc3cccc4ccccc34)ccc2O[C@@H]1CN(C)CC1CCCCC1 | -1.6 | -1 | 64 | 16
C[C@@H]1CCCCO[C@H](CN(C)C(=O)Nc2ccc3c(c2)OCO3)[C@H](C)CN([C@@H](C)CO)C(=O)c2cc(NC(=O)Nc3ccccc3)ccc2O1 | 0.0 | 6 | 46 | -47
C[C@H]1CN([C@@H](C)CO)C(=O)Cc2cc(NC(=O)C3CC3)ccc2O[C@@H]1CN(C)CC1CCCCC1 | 0.0 | -1 | -7 | -1
C[C@H](CO)N1C[C@H](C)[C@@H](CN(C)Cc2ccc(Cl)c(Cl)c2)Oc2ccc(NS(=O)(=O)c3ccc(Cl)cc3)cc2CC1=O | 0.2 | 52 | 78 | -26
CO[C@H]1CN(C)C(=O)c2ccc(NS(C)(=O)=O)cc2OC[C@H](C)N(Cc2nccs2)C[C@@H]1C | -1.7 | nt | 28 | 6
C[C@@H]1CN([C@H](C)CO)C(=O)Cc2cc(NC(=O)C3CC3)ccc2O[C@@H]1CN(C)Cc1ccc(Cl)c(Cl)c1 | 1.9 | 7 | 68 | -20
Cc1noc(C)c1S(=O)(=O)N(C)C[C@H]1Oc2ccc(N(C)C)cc2CC(=O)N([C@H](C)CO)C[C@H]1C | 2.8 | 0 | 26 | -56
C[C@H]1CCCCO[C@@H](CN(C)C(=O)CCCN(C)C)[C@@H](C)CN([C@@H](C)CO)C(=O)c2cc(NC(=O)Cc3ccccc3)ccc2O1 | 1.5 | 12 | 42 | -25
CO[C@H]1CN(C)C(=O)c2cc(NS(=O)(=O)CC(F)(F)F)ccc2OC[C@H](C)N(CC2CCCCC2)C[C@H]1C | -0.1 | nt | ? | 26
C[C@H](CO)N1C[C@H](C)[C@H](CN(C)Cc2ccc(Oc3ccccc3)cc2)Oc2ccc(NC(=O)C3CC3)cc2CC1=O | -0.6 | -10 | 33 | 0
CO[C@H]1CN(C)C(=O)c2cc(NC(=O)c3ccccc3)ccc2OC[C@@H](C)N(C(=O)C2CC2)C[C@H]1C | 0.4 | nt | 16 | 11
C[C@H]1CN([C@@H](C)CO)C(=O)c2cc(C#Cc3ccccn3)cnc2O[C@@H]1CN(C)CC1CCCC1 | nt | nt | 47 | -24
O=C(C[C@@H]1CC[C@H]2[C@@H](COC[C@H](O)CN2S(=O)(=O)c2ccccc2)O1)N1CCOCC1 | -0.4 | 0&-3 | -69 | 13
COc1ccc2c3c(n(C)c2c1)[C@@H](CO)N(Cc1ccccc1OC)CC31CCN(CC2CCOCC2)CC1 | 0.6 | 9 | nt | -66
CO[C@@H]1CN(C)C(=O)c2ccc(NC(=O)NC3CCCCC3)cc2OC[C@@H](C)N(CC2CCOCC2)C[C@H]1C | 0.0 | nt | 52 | -67
Carrying on.
SMILES | GASC1 inh | C diff HTS | T cruzi growth | Pf Dd2 inh
C[C@@H]1CN([C@@H](C)CO)C(=O)Cc2cc(NC(=O)Cc3cn(C)c4ccccc34)ccc2O[C@H]1CN(C)CC1CC1 | -2.5 | 2 | 21 | -2
C[C@@H]1CN([C@@H](C)CO)C(=O)c2cc(NS(C)(=O)=O)ccc2O[C@@H]1CN(C)C(=O)Nc1cccc2ccccc12 | 0.2 | -2 | 54 | 12
CNC[C@H]1OCCCC[C@H](C)Oc2ccc(NS(=O)(=O)c3ccccc3)cc2C(=O)N([C@@H](C)CO)C[C@@H]1C | 0.1 | -2 | 6 | -4
O=C(C[C@@H]1CC[C@H]2[C@@H](COC[C@@H](O)CN2Cc2ccccc2)O1)NCCCN1CCOCC1 | 1.8 | nt | -103 | -6
CC(C)CC#Cc1ccc2c(c1)O[C@@H](CN(C)Cc1ccccc1)[C@@H](C)CN([C@H](C)CO)S2(=O)=O | -0.2 | nt | 0 | 17
O=C(Nc1cccc(Cl)c1)N1[C@@H]2CNC[C@H]1C2c1ccc(/C=C/c2ccccc2)cc1 (some centres undefined) | -1.3&-1.4 | -95*! | nt | -68&-4
Cc1ccc(S(=O)(=O)N[C@H]2C=C[C@@H](CC(=O)NC3CCCCC3)O[C@H]2CO)cc1 | 0.2 | 1 | 9 | 2
CC(C)NC(=O)N(C)C[C@@H]1Oc2c(NC(=O)Nc3ccc(F)cc3)cccc2C(=O)N([C@@H](C)CO)C[C@H]1C | -0.7 | 1 | nt | 11
C[C@@H]1CN([C@H](C)CO)C(=O)c2cc(NC(=O)Nc3ccc4c(c3)OCO4)ccc2O[C@@H](C)CCCCO[C@H]1CN(C)S(=O)(=O)c1ccc(Cl)cc1 | -0.6 | 1 | 101* | -76
C[C@H]1CN([C@@H](C)CO)C(=O)c2cc(NC(=O)Cc3ccccc3)ccc2O[C@@H]1CN(C)Cc1ccccc1 | 0.1 | -4 | 4 | 3
CO[C@@H]1CN(C)C(=O)c2ccc(NC(=O)c3cnccn3)cc2OC[C@H](C)NC[C@H]1C | -0.6 | nt | 38 | 11
O=C(C[C@H]1C[C@@H]2c3cc(NC(=O)c4ccc5c(c4)OCO5)ccc3O[C@@H]2[C@H](CO)O1)NCC1CC1 | -2.8 | -1 | 1 | 20
CNC[C@@H]1Oc2c(NS(=O)(=O)c3cn(C)cn3)cccc2C(=O)N([C@@H](C)CO)C[C@H]1C | 0.7 | -10 | 8 | -5
CCC(=O)N1[C@@H]2c3cccc(=O)n3C[C@@H]2[C@@H](CO)[C@@H]1C(=O)N1CCc2ccccc2C1 | 7.7 | -2 | 16 | 9
C[C@H]1CN([C@@H](C)CO)C(=O)c2cccc(NS(=O)(=O)c3cccs3)c2O[C@H]1CN(C)C(=O)NC1CCCCC1 | -0.5 | nt | 0 | 13
CCC(=O)N1[C@H](CO)[C@@H](c2ccc(-c3ccccc3C)cc2)C12CN(C(C)=O)C2 | 1.3 | -10 | nt | -3
CC(=O)N(C)C[C@H]1Oc2ncc(-c3cccnc3)cc2C(=O)N([C@H](C)CO)C[C@@H]1C | 0.5 | -4 | 18 | 25
CC(C)CC#Cc1cnc2c(c1)C(=O)N([C@@H](C)CO)C[C@@H](C)[C@H](CN(C)C(=O)c1ccccc1)O2 | 0.8 | -1 | 40 | -28
C[C@@H]1CN([C@@H](C)CO)S(=O)(=O)c2ccc(C#Cc3cccnc3)cc2O[C@@H]1CN(C)C | -1.0 | -5 | -9 | -14
C/C=C/c1ccc([C@H]2[C@@H](CNC(C)=O)N(C(=O)Cc3ccncc3)[C@H]2CO)cc1 | 3.9 | 0 | 43 | -32
C[C@H]1CN([C@@H](C)CO)C(=O)Cc2cc(NS(=O)(=O)c3ccc(F)cc3)ccc2O[C@H]1CN(C)Cc1ccc(Oc2ccccc2)cc1 | 0.4 | 5 | 62 | -25
Cc1ccccc1S(=O)(=O)NCC[C@@H]1CC[C@@H](NC(=O)C2CCCCC2)[C@H](CO)O1 | -0.9 | 0 | -63 | 11
O=C(C[C@H]1CC[C@H]2[C@@H](COC[C@H](O)CN2C(=O)c2ccncc2)O1)NC1CCC1 | -1.0 | 7&-2 | 79 | 4
COc1ccc(S(=O)(=O)Nc2ccc3c(c2)C(=O)N([C@@H](C)CO)C[C@H](C)[C@@H](CN(C)S(=O)(=O)c2ccccc2)O3)cc1 | 0.5 | -4 | -50 | -18
CC(C)NC(=O)N(C)C[C@H]1Oc2cc(Br)ccc2S(=O)(=O)N([C@@H](C)CO)C[C@H]1C | 7.3 | -3 | 8 | 16
Going on with the list.
SMILES | GASC1 inh | C diff HTS | T cruzi growth | Pf Dd2 inh
C[C@H](O)C#Cc1cnc2c(c1)C(=O)N([C@@H](C)CO)C[C@@H](C)[C@H](CN(C)Cc1ccc(-c3ccccc3)cc1)O2 | 0.3 | 3 | nt | -37
CCC(=O)N(C)C[C@H]1Oc2cc(C#CC(C)(C)O)ccc2S(=O)(=O)N([C@H](C)CO)C[C@@H]1C | -0.8 | 4 | -9 | 54
C[C@H]1CN([C@@H](C)CO)C(=O)c2cccc(NS(=O)(=O)c3cccs3)c2O[C@@H]1CN(C)C(=O)Nc1ccc2c(c1)OCO2 | 0.5 | nt | -149 | 37
CN(C)C(=O)C[C@@H]1C[C@@H]2c3cc(NC(=O)Nc4ccccc4)ccc3O[C@@H]2[C@@H](CO)O1 | 32* | -4 | -10 | -50
Cc1noc(C)c1NC(=O)N1C[C@H](O)COC[C@@H]2O[C@@H](CC(=O)NCC3CC3)CC[C@H]21 | -0.5 | 0&-3 | -51 | nt
O=C(NCC[C@@H]1CC[C@@H](NS(=O)(=O)c2ccc(Cl)cc2)[C@H](CO)O1)c1ccc2c(c1)OCO2 | 0.9 | -3 | 22 | -3
COc1ccc(S(=O)(=O)N(C)C[C@@H]2OCCCC[C@@H](C)Oc3ccc(NC(=O)c4ccncc4)cc3C(=O)N([C@@H](C)CO)C[C@@H]2C)cc1 | 9.0 | 6 | 20 | -44
C[C@H]1CN([C@@H](C)CO)C(=O)c2cccc(NS(=O)(=O)c3cn(C)cn3)c2O[C@H]1CN(C)C | -0.7 | -1 | 11 | 9
CO[C@@H]1CN(C)C(=O)c2ccc(NC(=O)c3cnccn3)cc2OC[C@H](C)N(CCc2ccccc2)C[C@H]1C | 1.7 | nt | 58 | -35
Cc1noc(C)c1NC(=O)Nc1ccc2c(c1)CC(=O)N([C@@H](C)CO)C[C@@H](C)[C@H](CN(C)S(=O)(=O)c1c(C)noc1C)O2 | -0.3 | -3 | 12 | 11

Rewritten tab-delimited: eight of the compounds above
Compound	GASC1 inh	C diff HTS	T cruzi growth	Pf Dd2 inh
CC(C)NC(=O)N(C)C[C@H]1Oc2cc(Br)ccc2S(=O)(=O)N([C@@H](C)CO)C[C@H]1C	7.3	-3	8	16
C[C@H](O)C#Cc1cnc2c(c1)C(=O)N([C@@H](C)CO)C[C@@H](C)[C@H](CN(C)Cc1ccc(-c3ccccc3)cc1)O2	0.3	3	nt	-37
CCC(=O)N(C)C[C@H]1Oc2cc(C#CC(C)(C)O)ccc2S(=O)(=O)N([C@H](C)CO)C[C@@H]1C	-0.8	4	-9	54
C[C@H]1CN([C@@H](C)CO)C(=O)c2cccc(NS(=O)(=O)c3cccs3)c2O[C@@H]1CN(C)C(=O)Nc1ccc2c(c1)OCO2	0.5	nt	-149	37
CN(C)C(=O)C[C@@H]1C[C@@H]2c3cc(NC(=O)Nc4ccccc4)ccc3O[C@@H]2[C@@H](CO)O1	32*	-4	-10	-50
Cc1noc(C)c1NC(=O)N1C[C@H](O)COC[C@@H]2O[C@@H](CC(=O)NCC3CC3)CC[C@H]21	-0.5	0&-3	-51	nt
O=C(NCC[C@@H]1CC[C@@H](NS(=O)(=O)c2ccc(Cl)cc2)[C@H](CO)O1)c1ccc2c(c1)OCO2	0.9	-3	22	-3
COc1ccc(S(=O)(=O)N(C)C[C@@H]2OCCCC[C@@H](C)Oc3ccc(NC(=O)c4ccncc4)cc3C(=O)N([C@@H](C)CO)C[C@@H]2C)cc1	9.0	6	20	-44

High-throughput results: PubChem BioAssay, Broad Institute
